# Screening data as filed in PubChem.
# CCHFV vOTU inh = CCHFV vOTU protease inhibition; AID 651958; Pep-AMC fluorescence; actives 0.55% (n = 370,000); inhibition, % at 11.5 µM; in the data active = inhibition above about 30%; note: 0% = vehicle wells with enzyme and 100% = no enzyme wells
# PfHsp40 yeast = rescue of PfHsp40-mediated yeast toxicity; S. cerevisiae expressing PfHsp40, growth rescue, ATP luminescence; growth rescue, % at 12.5 µM; actives 0.68% (n = 340,000); in the data active = growth rescue above about 28%, passing the limit was not always enough; inconclusive = no clear call, values can overlap the other calls;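 note: yeast W303a lacking pdr1 and pdr3 grown in galactose medium; growth measured after three days at 30 °C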
# SARS 3CLpro inh = SARS-CoV 3CLpro protease inhibition; P0C6X7; recombinant SARS-CoV 3CLpro, quenched FRET peptide cleavage; inhibition, % at 6 µM; actives 0.14% (n = 290,000); in the data active = inhibition above about 12%
# TcdB GH inh = blocks C. difficile toxin B glycohydrolase activity; TcdB glycohydrolase enzymatic assay, plate reader; inhibition, % at 9.99 µM; actives 0.24% (n = 350,000); AID 652162; in the data active = inhibition above about 10%
# BH1578 lux ind = quorum light induction in luxS cqsA deficient V. cholerae. V. cholerae BH1578 lux reporter, luminescence, 6 h. activation, % at 18.7 µM. actives 0.16% (n = 350,000). AID 588436; in the data active = activation mostly above about 9.7%, no sharp cut-off; inconclusive = no clear call, values can overlap the other calls; inactive = mostly below about 3.7%; note: not every result past the cut was called active; inactives centre near 0; reference of the scale not given here
# BoNT-A LC inh2 = inhibitors of Botulinum neurotoxin A light chain protease; multiplex microsphere protease substrate cleavage, flow cytometry; AID 588499; actives 0.17% (n = 360,000); inhibition, % at 10 µM; note: plate controls were buffer without enzyme for full effect and enzyme alone for no effect
# DUSP3 inh = blocks human VHR1 dual specificity phosphatase; recombinant VHR phosphatase, pNPP absorbance; inhibition, % at 13.3 µM; actives 0.52% (n = 290,000); AID 1654; in the data active = inhibition above about 50%; note: some compounds called inactive have numbers as strong as hits
# Target sequence (P51452 whole entry, looked up): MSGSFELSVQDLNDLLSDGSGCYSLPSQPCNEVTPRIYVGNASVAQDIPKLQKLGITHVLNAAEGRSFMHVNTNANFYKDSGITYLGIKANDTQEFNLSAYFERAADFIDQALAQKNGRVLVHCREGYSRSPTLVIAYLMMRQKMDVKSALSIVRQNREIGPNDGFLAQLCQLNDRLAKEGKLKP
# Yp Topo-I inh = blocks Yersinia pestis topoisomerase I activity. Y. pestis Topo-I cleavage product accumulation, plate reader. AID 504884. activity, % at 10 µM. actives 0.064% (n = 360,000); in the data active = activity above about 50%, passing the limit was not always enough; inconclusive = no clear call, values can overlap the other calls; note: inactives centre near 2
# SSB-PriA inh = blocks PriA binding to SSB C-terminal tail; AlphaScreen SSBct-PriA binding, biotinylated peptide; AID 1272365; inhibition, % at 33 µM; actives 0.6% (n = 430,000); in the data active = inhibition mostly above about 37%, no sharp cut-off; inactive = mostly below about 20%;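 note: plate controls were negative control peptide for no effect and reference peptide for full effect; strong numbers were not always called active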
# Anthrax LF prot = blocks Bacillus anthracis lethal factor protease. P15917. multiplex microsphere protease cleavage assay, LF. actives 0.12% (n = 360,000). inhibition, % at 10 µM; note: plate controls were buffer without enzyme for full effect and enzyme alone for no effect
# Target sequence (P15917 whole entry, looked up): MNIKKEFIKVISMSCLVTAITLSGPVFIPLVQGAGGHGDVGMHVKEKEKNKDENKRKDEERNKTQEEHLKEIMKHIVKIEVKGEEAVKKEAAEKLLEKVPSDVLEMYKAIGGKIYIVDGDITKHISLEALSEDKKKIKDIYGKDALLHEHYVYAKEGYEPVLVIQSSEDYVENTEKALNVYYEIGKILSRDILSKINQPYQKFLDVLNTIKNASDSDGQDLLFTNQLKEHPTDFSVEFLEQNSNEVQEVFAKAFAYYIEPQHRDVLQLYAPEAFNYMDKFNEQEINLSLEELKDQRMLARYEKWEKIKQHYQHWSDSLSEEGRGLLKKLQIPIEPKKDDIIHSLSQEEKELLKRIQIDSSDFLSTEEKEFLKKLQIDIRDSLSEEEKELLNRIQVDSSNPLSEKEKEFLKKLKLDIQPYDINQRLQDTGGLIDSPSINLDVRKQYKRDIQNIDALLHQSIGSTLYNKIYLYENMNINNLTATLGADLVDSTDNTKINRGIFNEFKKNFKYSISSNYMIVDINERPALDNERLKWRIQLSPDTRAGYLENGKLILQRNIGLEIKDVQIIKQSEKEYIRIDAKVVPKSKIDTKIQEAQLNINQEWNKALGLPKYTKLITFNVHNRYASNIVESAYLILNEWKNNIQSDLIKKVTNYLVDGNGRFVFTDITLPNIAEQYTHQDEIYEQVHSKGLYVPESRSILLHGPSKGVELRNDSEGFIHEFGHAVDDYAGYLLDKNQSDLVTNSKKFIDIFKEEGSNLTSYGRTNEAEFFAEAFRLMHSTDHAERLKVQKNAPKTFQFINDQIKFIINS
# Active calls of the source: *; i = inactive; ? = inconclusive; / = not tested or not shown. Cut-off read from the data, not from the text of the source, unless noted: active = inhibition above about 30%; inconclusive = no clear call, values can overlap the other calls; inactive = below that.
SMILES,CCHFV vOTU inh,PfHsp40 yeast,SARS 3CLpro inh,TcdB GH inh,BH1578 lux ind,BoNT-A LC inh2,DUSP3 inh,Yp Topo-I inh,SSB-PriA inh,Anthrax LF prot
Nc1c(N(CCO)C(=O)C2CCCC2)c(=O)[nH]c(=O)n1Cc1ccccc1,-7.9,0.5,/,1.6,i,0.3,/,-1.2,-2.5,-3.9
CC(C)CN(C(=O)CCc1ccccc1)c1c(N)n(CC(C)C)c(=O)[nH]c1=O,-6.0,0.3,3.2,0.0,-0.3,-0.9,-27.6,-1.7,-13.0,-1.4
CCOc1ccc(C(=O)N2CCN(c3ccccc3)CC2)cc1OCC,4.0,-1.3,0.9,/,i,-0.1,1.2,7.4,-12.9,-2.7
CNC(=O)c1nc(C)n(-c2cc(Cl)ccc2Cl)n1,10.1,-0.8,-7.0,/,-0.2,/,13.6,8.0,3.1,/
COc1cc(C(=O)NC(C)Cc2ccccn2)ccc1OC1CCN(C(C)=O)CC1 (stereo unspecified),3.7,-0.4,-6.9,0.6,-0.4,0.0,49.7,-0.5,-0.3,0.8
C/C=C/c1ccc(OCC(O)CNCCc2ccc(OC)cc2)c(OC)c1 (stereo unspecified),-0.8,-0.6,2.3,0.5,-0.6,-2.6,64.4,4.0,5.9,1.0
NCCNc1ccc([N+](=O)[O-])c(Sc2nc3ccccc3[nH]2)c1,0.5,-0.7,-4.4,/,-0.3,-0.1,17.2,-7.0,11.7,-2.1
O=C(NCC(=O)N(c1cccnc1)C(C(=O)NC1CCCC1)c1ccccc1)c1ccco1 (stereo unspecified),-10.5,-0.9,3.6,0.6,i,-0.8,16.5,1.1,-9.1,5.1
COc1ccc(CC(=O)NNC(=O)CCc2ccccc2)cc1,19.7,-0.8,2.2,0.8,-0.3,-1.3,13.8,-2.2,-7.3,0.3
Cc1ccc(C(=O)N2CCN(c3cc(=O)[nH]nc3-c3ccccc3)CC2)cc1,-7.5,-0.9,-1.9,/,i,0.8,6.0,0.2,-6.6,-0.3
Cc1cc(C)n2nc(SCc3ccccc3C(=O)O)nc2n1,-6.4,-0.6,5.5,0.6,-1.4,-2.9,-1.6,-2.0,-8.3,3.2
O=C1CSC(c2ccccc2F)N1 (stereo unspecified),-5.8,-1.2,1.5,-1.1,i,-2.9,4.8,0.0,-4.6,4.9
CCC(C(=O)Nc1cccc(OC)c1)n1nc(C)c2c(C)n(-c3ccccc3)nc2c1=O (stereo unspecified),10.3,0.5,-1.2,-0.3,-0.2,-2.1,18.2,15.0,4.5,-1.8
Cc1nc2ccccn2c1C(=O)NC1CCCc2ccccc21 (stereo unspecified),0.1,-2.3,2.1,-0.2,2.9,0.1,3.4,8.9,-2.5,-3.5
O=C(CCCC(=O)OCC(=O)NC1CCCC1)Nc1ccccn1,11.0,0.6,-3.9,/,-0.3,-0.6,-14.9,-3.0,5.5,-14.0

# An excerpt taken from the entries so far:
SMILES,CCHFV vOTU inh,PfHsp40 yeast,SARS 3CLpro inh,TcdB GH inh,BH1578 lux ind,BoNT-A LC inh2,DUSP3 inh,Yp Topo-I inh,SSB-PriA inh,Anthrax LF prot
NCCNc1ccc([N+](=O)[O-])c(Sc2nc3ccccc3[nH]2)c1,0.5,-0.7,-4.4,/,-0.3,-0.1,17.2,-7.0,11.7,-2.1
O=C(NCC(=O)N(c1cccnc1)C(C(=O)NC1CCCC1)c1ccccc1)c1ccco1 (stereo unspecified),-10.5,-0.9,3.6,0.6,i,-0.8,16.5,1.1,-9.1,5.1
COc1ccc(CC(=O)NNC(=O)CCc2ccccc2)cc1,19.7,-0.8,2.2,0.8,-0.3,-1.3,13.8,-2.2,-7.3,0.3
Cc1ccc(C(=O)N2CCN(c3cc(=O)[nH]nc3-c3ccccc3)CC2)cc1,-7.5,-0.9,-1.9,/,i,0.8,6.0,0.2,-6.6,-0.3
Cc1cc(C)n2nc(SCc3ccccc3C(=O)O)nc2n1,-6.4,-0.6,5.5,0.6,-1.4,-2.9,-1.6,-2.0,-8.3,3.2
O=C1CSC(c2ccccc2F)N1 (stereo unspecified),-5.8,-1.2,1.5,-1.1,i,-2.9,4.8,0.0,-4.6,4.9
CCC(C(=O)Nc1cccc(OC)c1)n1nc(C)c2c(C)n(-c3ccccc3)nc2c1=O (stereo unspecified),10.3,0.5,-1.2,-0.3,-0.2,-2.1,18.2,15.0,4.5,-1.8
Cc1nc2ccccn2c1C(=O)NC1CCCc2ccccc21 (stereo unspecified),0.1,-2.3,2.1,-0.2,2.9,0.1,3.4,8.9,-2.5,-3.5
O=C(CCCC(=O)OCC(=O)NC1CCCC1)Nc1ccccn1,11.0,0.6,-3.9,/,-0.3,-0.6,-14.9,-3.0,5.5,-14.0

# Continued:
SMILES,CCHFV vOTU inh,PfHsp40 yeast,SARS 3CLpro inh,TcdB GH inh,BH1578 lux ind,BoNT-A LC inh2,DUSP3 inh,Yp Topo-I inh,SSB-PriA inh,Anthrax LF prot
COc1cc(NS(=O)(=O)c2c(C)[nH]c(C)c2C(=O)N2CCCCC2)cc(OC)c1OC,-14.2,-1.2,2.1,0.3,-0.5,-0.4,-2.2,-4.0,-15.0,-1.6
Cc1cc(C)c(S(=O)(=O)NCc2cn3ccccc3n2)c(C)c1,17.6,-0.3,2.8,-1.0,-0.6,0.0,1.8,-4.9,1.7,-0.8
COc1ccc(/C(O)=C2\C(=O)C(=O)N(CCN(C)C)C2c2cccc(OC)c2OC)cc1Cl (stereo unspecified),11.2,-1.2,4.8,/,-0.3,0.4,31.6,5.8,/,2.3
CC1CCCN(S(=O)(=O)c2ccc3c(c2)OCCO3)C1 (stereo unspecified),-3.3,/,/,1.1,-0.7,-0.9,/,0.0,/,-0.9
Cc1ccc2c(c1)N(CCC(=O)NCCCN1CCCC1)C(=O)C(C)O2 (stereo unspecified),-5.0,-1.8,3.1,0.9,-0.3,-1.1,22.4,6.4,-8.1,-0.2
c1csc(-c2cc(N3CCCCC3)c3ccccc3n2)c1,-0.9,3.1,1.9,1.1,-0.8,2.5,-11.9,9.1,-22.3,3.7
O=C(Cc1ccc(Cl)cc1Cl)Nc1ccncc1Cl,-7.0,5.3,3.3,2.5,i,-2.4,0.9,-2.3,-24.2,-0.9
O=C(COc1ccc2c3c(c(=O)oc2c1)CCCC3)NCCCN1CCCC1=O,-23.4,0.1,-4.3,0.3,-0.4,1.7,19.0,12.3,-3.4,-1.5
CCCCN(C)C(=O)c1oc2ccc(S(=O)(=O)N3CCCCCC3)cc2c1C,6.2,3.4,-0.1,/,-0.2,-1.3,21.3,15.1,-26.1,-10.2
CCc1cc(CNC(=O)CCc2nnc(CCCc3ccccc3)o2)on1,-13.5,0.7,1.9,0.4,i,-0.2,-0.4,42.9,4.3,-8.1
N#Cc1cccnc1Oc1ccccc1,1.1,-1.2,5.5,1.0,-7.1,-0.4,-15.2,3.5,-14.0,-6.7
CC(=O)c1cc2c(cc1NC(=O)Cc1ccsc1)OCO2,4.2,-2.9,/,0.4,-0.4,0.6,/,2.8,-4.4,-1.8
COc1ccc(C2=Nc3ccccc3NC(=O)C2N(Cc2ccc(F)cc2)C(=O)c2ccco2)cc1 (stereo unspecified),9.9,/,/,-0.7,/,0.0,/,/,/,-2.5
CC(NC(=O)C1CCN(Cc2ccc(Oc3ccccc3)cc2)CC1)c1cccc2ccccc12 (stereo unspecified),21.4,/,/,1.1,-3.3,0.0,/,6.9,/,-2.0
CCc1nnc(NC(=O)C2Cc3ccccc3CN2S(=O)(=O)c2ccc(C)cc2)s1 (stereo unspecified),4.0,0.8,2.5,/,i,1.4,14.7,24.7,2.2,2.1
O=C(CSc1cc(Cl)ccc1Cl)NC1CC1,1.9,2.1,/,2.3,i,-0.1,/,-0.4,1.2,-4.2
O=[N+]([O-])c1cccc(-c2nnnn2-c2cccc(F)c2)c1,-5.0,-0.1,/,-0.2,-0.1,-0.6,/,-2.9,2.1,-6.6
CC/C(O)=C(\C#N)c1nnc2n1CCCCC2,2.5,0.1,4.8,/,-0.2,1.3,39.1,6.1,-17.1,0.1
COc1ccc(C(C)=NNc2ccc([N+](=O)[O-])cc2S(=O)(=O)Nc2ccccc2C(=O)O)c(OC)c1,23.9,10.2,/,0.6,-0.4,-0.3,/,-0.5,11.0,1.2
COc1ccc(NC(=O)CSc2nnnn2C2CC2)cc1S(=O)(=O)N1CCOCC1,1.0,-1.8,/,0.7,i,0.4,/,10.1,-7.1,6.8
N#C/C(=C\c1ccc(-c2ccc([N+](=O)[O-])cc2Br)o1)C(=O)N1CCN(c2ccccc2)CC1,-1.5,0.0,3.5,/,-0.8,20.4,19.2,-2.3,-0.6,11.4
COCCn1nnnc1CN1CCN(c2cccc(C(F)(F)F)c2)CC1,4.3,-1.0,0.5,/,-3.4,-0.1,-0.4,-2.2,-15.1,-1.5
COc1ccc(OC)c(S(=O)(=O)N2CCN(CC(O)CN3CCOCC3)CC2)c1 (stereo unspecified),7.5,-1.5,/,-5.6,i,-1.7,/,4.4,5.2,-1.1
COc1ccc(N=C2S/C(=C\c3ccco3)C(=O)N2CC(C)C)cc1,-6.1,1.6,1.4,/,i,1.0,3.2,-5.2,14.3,0.2
C/C(=N\NC(=O)c1cccnc1)c1ccc(-n2ccnc2)cc1,-15.9,-1.4,3.6,-0.4,i,-0.5,7.8,-0.2,/,-2.2
CCn1c(COc2ccccc2C)nc2ccccc21,-0.1,3.2,2.1,/,-0.2,0.8,-1.0,22.4,-13.6,1.1
CC(C)NC(=O)N1CCCN(c2nc3ccc(Cl)cc3s2)CC1,-12.7,-0.1,8.3,-3.3,-0.1,-1.3,13.1,-2.7,-10.6,-6.5
O=C(Nc1ccc2c(c1)OCCO2)c1cc2sccc2n1Cc1ccc(F)cc1,8.9,6.9,4.3,/,4.5,-1.4,23.7,-13.6,0.0,-4.9
O=C(CSc1nnc(NC(=O)c2ccc(S(=O)(=O)N3CCOCC3)cc2)s1)Nc1ccccc1C(F)(F)F,-16.5,-0.7,-0.3,-0.1,-0.3,0.3,2.6,4.0,-18.3,-2.7
CCN(C(=O)COC(=O)c1ccc(O)cc1)c1cccc2ccccc12,1.6,4.1,/,-1.1,/,-0.4,/,26.0,-14.6,8.8
C=CCOc1cccc(CNCc2cccnc2)c1,2.5,?,3.8,-0.8,-0.8,/,12.6,1.0,7.9,/
COc1ccc(CNS(=O)(=O)c2ccc(N3CCCC3)cc2Br)cc1,3.0,3.1,/,0.0,1.0,0.1,/,24.3,5.0,-3.9
COc1ccc(C(=O)N2CCSCC2)cc1OC1CCN(C(C)=O)CC1,-6.1,0.5,4.2,-2.2,-0.3,-1.5,-5.5,3.7,-15.3,-0.8
Cc1nn(-c2ccccc2)c(N2CCCC2)c1/C=N/NC(=S)Nc1ccccc1C(F)(F)F,12.9,0.1,6.7,-0.1,-0.3,-0.4,8.8,-5.7,/,-2.6
O=C(c1ccccc1-n1cccn1)N1CCc2c([nH]c3ccccc23)C1c1ccccn1 (stereo unspecified),7.5,1.2,2.5,1.5,-0.7,-0.1,12.9,7.8,11.3,-1.5
CC1=C(C(=O)N(C(C)C)C(C)C)CC(CC(=O)NCCN2CCOCC2)C(=O)N1Cc1ccc(C(C)(C)C)cc1 (stereo unspecified),7.4,/,/,0.9,/,-0.1,/,/,/,-0.7
COc1cccc2cc(C(=O)Nc3cc(Cl)ccc3N3CCOCC3)c(=O)oc12,/,-1.0,5.3,/,-0.8,-2.8,-0.5,1.8,0.8,8.6

# Some of the compounds tested; rates above refer to the full screens.
